RXFP1 ag – activates the human relaxin receptor RXFP1; Q9HBX9; HEK293T-RXFP1 cAMP TR-FRET, 30 min; response scale: percent of porcine relaxin response, buffer zero; Potency, µM (highest dose often 57.5 µM), for the others: at the top dose activation, actives largely listed as activators; 0.3% of 370,000 active; AID 2676; also: potency is read from the fitted curve at half-maximal effect; % is scaled to controls: 0 for no effect and ±100 for the full control effect; nearly all actives have a fitted effect of over 60% in size; many of its hits are not listed in these tables
Target sequence (Q9HBX9 whole entry, looked up): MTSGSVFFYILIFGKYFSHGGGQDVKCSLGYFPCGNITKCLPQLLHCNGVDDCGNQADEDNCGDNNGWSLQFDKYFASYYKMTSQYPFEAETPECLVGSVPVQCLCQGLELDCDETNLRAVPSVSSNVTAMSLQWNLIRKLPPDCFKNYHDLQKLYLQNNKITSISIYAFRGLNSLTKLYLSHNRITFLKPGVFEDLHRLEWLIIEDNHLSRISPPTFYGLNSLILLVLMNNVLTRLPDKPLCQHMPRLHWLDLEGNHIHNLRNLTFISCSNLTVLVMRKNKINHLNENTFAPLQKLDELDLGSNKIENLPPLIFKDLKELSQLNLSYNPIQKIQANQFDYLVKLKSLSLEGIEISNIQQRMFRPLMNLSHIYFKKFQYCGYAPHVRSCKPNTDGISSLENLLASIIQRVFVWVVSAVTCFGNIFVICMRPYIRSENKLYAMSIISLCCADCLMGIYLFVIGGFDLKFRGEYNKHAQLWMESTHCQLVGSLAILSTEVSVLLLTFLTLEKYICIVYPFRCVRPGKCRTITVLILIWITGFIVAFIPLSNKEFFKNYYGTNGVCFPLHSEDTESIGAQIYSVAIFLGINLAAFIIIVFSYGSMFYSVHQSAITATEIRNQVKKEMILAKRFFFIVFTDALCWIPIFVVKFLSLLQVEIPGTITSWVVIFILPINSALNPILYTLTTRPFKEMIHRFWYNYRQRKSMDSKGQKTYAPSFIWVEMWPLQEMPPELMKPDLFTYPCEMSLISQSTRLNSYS
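cAMP rise read by TR-FRET after 30 min, 37C compound exposure (up to 58 uM) in RXFP1-transfected HEK293 cells with Ro 20174 present. EC50 from Hill-equation fits, with 29 nM porcine relaxin as 100% and buffer as basal.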
Vif-APOBEC3F blk – inhibitors of Vif-A3F interaction; Potency, µM (highest dose often 46.1 µM), without a hit: at the highest dose activity, negative = active; 0.2% of 390,000 active; HeLa A3F-eYFP + Vif (tagged APOBEC3F with the HIV-1 protein that degrades it), YFP fluorescence increase; also: potency is read from the fitted curve at half-maximal effect; % of control where 0% means no effect; nearly all actives have a fitted effect of over 65% in size
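HeLa cells stably expressing A3F-eYFP plus Vif, plated and incubated overnight at 37 deg C, then exposed to compounds overnight at 37 deg C. Blocked degradation read as raised yellow fluorescence (Ex 488/Em 500-530).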
LDHA inh – LDHA (human) enzyme inhibition | P00338 | purified LDHA, NADH/diaphorase-resazurin fluorescence; stronger effect = lower value | 0.15% of 480,000 active | activity change, % (values are at about 110 or 230 µM); in the data active = activity change below about -30%; inconclusive = mostly about -25% to -30%;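 also: plate controls were DMSO wells for no effect and wells without enzyme for full effect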
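Resorufin fluorescence (ex540/em590), read at 0 and 20 min after diaphorase/resazurin addition, reports the NADH left after a 5 min room-temperature reaction of 2 nM human LDH5 with 0.06 mM NADH and 0.2 mM pyruvate.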
USP1-UAF1 inh – blocks the human USP1/UAF1 deubiquitinase complex; O94782; recombinant USP1/UAF1, Ub-Rhodamine cleavage fluorescence; Potency, µM (doses to about 57.1 µM), for inactives: at the top dose activity change, negative = inhibition, most hits filed as inhibitors; 0.23% of 390,000 active; also: potency is read from the fitted curve at half-maximal effect; % is scaled to controls: 0 for no effect and ±100 for the full control effect; nearly all actives have a fitted effect of over 60% in size; inactives centre near -12
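Step one: compound is pinned into 1nM USP1/UAF1 in HEPES pH 7.8 buffer with TCEP. Step two: 15 min room-temperature incubation. Step three: Ub-Rho (150nM final) starts cleavage, tracked by fluorescence over six one-minute reads.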
Vif-APOBEC3G blk – blocks the Vif interaction with human APOBEC3G; Q9HC16; HeLa A3G-eYFP + Vif (tagged APOBEC3G with the HIV-1 protein that degrades it), YFP fluorescence, overnight; Potency, µM (titrated, usually from 46.1 µM), for inactives: at the top dose activity, negative = active, hits mostly inhibitors; 0.076% of 410,000 active; AID 602310;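 also: potency is read from the fitted curve at half-maximal effect; % is scaled to controls: 0 for no effect and ±100 for the full control effect; nearly all actives have a fitted effect of over 60% in size; hits raise eYFP signal because A3G escapes Vif-driven loss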
Target sequence (Q9HC16 whole entry, looked up): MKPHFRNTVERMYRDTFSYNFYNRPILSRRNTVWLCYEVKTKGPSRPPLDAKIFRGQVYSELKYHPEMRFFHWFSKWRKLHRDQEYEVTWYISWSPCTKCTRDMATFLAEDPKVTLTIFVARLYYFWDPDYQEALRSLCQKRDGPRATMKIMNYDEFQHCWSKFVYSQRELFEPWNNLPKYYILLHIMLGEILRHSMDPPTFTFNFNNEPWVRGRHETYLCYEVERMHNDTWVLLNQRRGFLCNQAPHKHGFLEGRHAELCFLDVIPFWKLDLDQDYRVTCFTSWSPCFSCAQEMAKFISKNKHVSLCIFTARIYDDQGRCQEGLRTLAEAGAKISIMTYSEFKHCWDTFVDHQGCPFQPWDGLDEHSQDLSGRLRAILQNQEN
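HeLa cells stably expressing Vif and C-terminally eYFP-tagged A3G, seeded overnight at 37 deg C, then exposed to compound by pintool overnight at 37 deg C. Rise in yellow fluorescence (Ex 488/Em 500-530, Acumen) marks blocked Vif-driven A3G degradation.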
IDH1 R132H inh – human IDH1 R132H inhibition; IDH1-R132H enzyme, NADPH consumption, diaphorase/resazurin fluorescence; O75874; Potency, µM (top dose mostly 76.6 µM), for the others: top-dose activity change, negative = inhibition, usual class: inhibitors; AID 602179; 0.093% of 390,000 active; also: potency is read from the fitted curve at half-maximal effect; % is scaled to controls: 0 for no effect and ±100 for the full control effect; nearly all actives have a fitted effect of over 65% in size
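IDH1-R132H (0.5 ug/mL dispensed) in pH 7.5 Tris buffer was preincubated 30 min with compound, then given a substrate mix of 0.016 mM NADPH and 2 mM alpha-KG for 80 min at room temperature; remaining NADPH was read by diaphorase/resazurin fluorescence.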
PI4K2A inh – inhibitors of human PI4K2A | activity change, negative = inhibition, % at 76.9 µM | Q9BTU6 | 0.13% of 420,000 active | AID 1346378 | purified PI4K2A, ADP-Glo luminescence, 1 h; stronger effect = lower value; in the data active = activity change below about -50%; inconclusive = mostly about -30% to -49%;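 also: -100% = wells without enzyme as full effect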
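PI4K2A activity was measured by ADP-Glo luminescence: enzyme (4 ug/mL stock) and phosphatidylinositol (1.2 mM stock) in Tris pH 7.5/MgCl2/EGTA/Triton X-100 buffer were reacted with ATP (300 microM stock) for one hour at ambient temperature.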
TrxR1 substrate – rat thioredoxin reductase 1 substrate activity. Potency, µM (top dose mostly 114 µM), inactives show top-dose activity change, negative = substrate turnover. purified TrxR1 substrate turnover, NADPH consumption readout. O89049. 0.01% of 390,000 active; also: potency is read from the fitted curve at half-maximal effect; % is scaled to controls: 0 for no effect and ±100 for the full control effect; nearly all actives have a fitted effect of over 50% in size
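Rat TrxR1, dispensed at 90 nM, was prereduced with 400 uM NADPH (final) for 5 min at ~22 deg C, then incubated with compound 15 min before 400 uM selenite. A first-read NADPH fluorescence drop versus no-compound background flagged substrates.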
Glioma ERSR ind – inducers of ER stress response in human glioma cells | Potency, µM, for the others: at the highest dose activation, actives largely listed as activators | AID 602332 | 0.02% of 420,000 active | U87-MG GRP78 promoter luciferase reporter, 16 h; also: potency is read from the fitted curve at half-maximal effect; series mostly up to about 76 µM; % of control where 0% means no effect; nearly all actives have a fitted effect of over 35% in size
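Stably transfected U87-MG glioma cells carrying a GRP78-based luciferase sensor; 16 h compound incubation. Luminescence end-point read 10 min after Bright-Glo addition at room temperature.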
Numbers without * were called inactive; ? = inconclusive; / = not tested or not shown; [ ] = dose if it differs, or a comment. Unless noted, calls follow the shape of the dose curve; as a rule, active = well fitted curve in the direction sought with a large enough effect; inconclusive = small, poorly fitted or top-dose-only effect, or another doubt; inactive = no such curve, though single readings can be large; an effect the other way counts as inactive or inconclusive. A portion of the library; count on the stated rates, not on these rows.

SMILES	RXFP1 ag	Vif-APOBEC3F blk	LDHA inh	USP1-UAF1 inh	Vif-APOBEC3G blk	IDH1 R132H inh	PI4K2A inh	TrxR1 substrate	Glioma ERSR ind
O=C(COc1ccc(Br)cc1CNC1CCCCC1)NCCc1ccccc1	-0.3%	0%	1	-4%	0%	4%	-8	-1%	-4%
O=C(O)/C=C/C(=O)NCC1CCC(CNC(=O)/C=C/C(=O)O)CC1 (stereo not drawn)	0.4%	5%	-8	-18%	-9%	0%	1	8%	1%
CC(C)N(C(=O)COC(=O)[C@H](C)NC(N)=O)c1ccccc1	3.9%	2%	-6	4%	1%	2%	5	6%[57.1 µM]	-5%
Cc1nn(CC(=O)Nc2ccccn2)c(=O)c2ccccc12	2.7%	-1%	-1	-3%	0%	1%	-9	0%	-1%
COc1ccc(S(=O)(=O)N2CCOCC2)cc1NC(=O)COc1ccccc1OC	5.7%	-1%	-2	-8%	-1%	2%	-1	-7%	-6%
CCOC(=O)NC(CC(=O)O)c1ccc(OC)c(OC)c1 (stereo not drawn)	2.6%	3%	-10	-1%	3%	-5%	-3	3%	-5%
CC1CCCC(NC(=O)CSc2nccn2C)C1C (stereo not drawn)	0.3%	-14%	1	1%	-1%	-1%	-3	6%[57.1 µM]	3%
O=c1c(Br)c(N2CCCC2)cnn1-c1ccccc1	0.5%	2%	-3	-22%	0%	4%	3	-12%	-3%
Cc1ccccc1OCC(O)CN(Cc1ccccc1O)C1CCCCC1 (stereo not drawn)	0.3%	-11%	1	-27%	0%	-6%	1	0%	-5%
CSc1nc(=O)n2cc(C)ccc2n1	21%	11%	0	-5%	2%	8%	1	2%[57.1 µM]	-4%
COc1ccc(S(=O)(=O)NCC(c2ccc(N(C)C)cc2)N2CCc3ccccc32)cc1F (stereo not drawn)	0.2%	-13%	4	?	5%	0%	-1	2%[57.1 µM]	-3%
O=C(CCCSc1nc2ccccc2[nH]1)NCc1ccccc1	0.0%	6%	-4	-19%	1%	3%	2	7%	-3%
CCC1CN(C(=O)N2CCC(C(=O)NCc3cccs3)CC2)c2ccccc2O1 (stereo not drawn)	1.7%	3%	-5	-4%	0%	7%	-1	-1%	-4%
CC(C)N1CCN(c2ccc(S(=O)(=O)N3CCOCC3)cn2)CC1	0.1%	-1%	-1	-9%	1%	11%	0	13%	3%
Cc1ccccc1N1CC(=O)Nc2c(oc3nc(-c4ccccc4)cc(C)c23)C1=O	0.9%	-2%	-11	-8%	-5%	-7%	5	0%	-2%
CN(C)/C=C/C(=O)c1ccc([N+](=O)[O-])c(CS(=O)(=O)c2ccc(Cl)cc2)c1	-0.5%	-2%	-2	-27%	-4%	16%	-5	-6%	-1%
Cc1ccc(NC(=O)COC(=O)C2=COCCO2)c([N+](=O)[O-])c1	1.3%	-24%	-6	-11%	-4%	-2%	4	0%[57.1 µM]	-3%
CC(=O)c1c(C)[nH]c(C(=O)Nc2ccc(C)c(S(=O)(=O)Nc3ccc(C)cc3C)c2)c1C	0.0%	-5%	0	-6%	-8%	0%	0	-9%	-4%
CC(NC(=O)c1cc(-c2ccncc2)nc2ccc(Cl)cc12)C1CCCO1 (stereo not drawn)	0.2%	0%	-13	-12%	0%	-2%	-2	-10%	-3%
CCOc1ccc(C2=CSC3=NCCN23)cc1Cl	0.5%	-11%	-1	-6%	1%	0%	1	6%	-1%
CCOc1ccccc1C(=O)NCC(=O)NCC(c1ccco1)N1CCCCC1 (stereo not drawn)	-0.8%	-15%	-8	-4%	1%	-1%	-2	4%	-3%
COc1ccc2c(c1)C1OCCC1C(c1ccco1)N2 (stereo not drawn)	/	-7%	4	-20%	-8%	0%	-13	98%[activator]	-10%
COc1ccccc1N1CCN(C(=O)c2cc(=O)c3ccc(C)cc3o2)CC1	3.4%	-3%	3	-11%	-29%	11%	-1	2%	-1%
COC(=O)c1c(N)nc(C)n1-c1ccc(OC)cc1	-0.3%	-4%	-5	-16%	-1%	8%	6	-12%	-2%
CC(NC(=O)CSc1n[nH]c(-c2ccccc2Cl)n1)c1nc2ccccc2n1C (stereo not drawn)	0.6%	4%	-4	?	1%	-8%	0	-10%[57.1 µM]	-4%
COc1ccc(Br)cc1/C=N/N1C(=O)CSC1=S	2.7%	?	0	-15%	2%	8%	-4	2%	1%
COC(=O)c1cccc(Nc2c(-c3ccc(OC)cc3)nc3nc[nH]n23)c1	4.2%	-28%	-2	?	?	31%[activator]	-1	-6%[57.1 µM]	0%
CC(=O)Nc1cccc(CP(=O)(c2ccccc2)c2ccccc2)c1	0.4%	-6%	-11	3%	1%	6%	-2	10%[57.1 µM]	-6%
NC(=O)COC(=O)c1ccc(-c2ccccc2)cc1	0.4%	1%	-4	-8%	0%	10%	-8	4%	6%
O=C(NCCCc1nc2ccccc2n1CCCOc1ccccc1)C1CCCCC1	/	/	-1	/	0%	/	/	5%[0.0914 µM]	-3%
O=C(CC1SC(=O)N(Cc2ccc(Cl)cc2)C1=O)Nc1nccs1 (stereo not drawn)	1.6%	-6%	-9	-14%	1%	2%	1	-5%	0%
Cc1cccc(Oc2ncnc3oc(-c4ccccc4)cc23)c1C	2.6%	1%	-12	-15%	2%	4%	-3	12%	-3%
Cc1csc(NC(=O)CCn2c(=O)oc3ccccc32)n1	1.8%	-4%	-2	-19%	-3%	5%	4	1%	-2%
Cc1ccc(S(=O)(=O)N2CCC(NC(=O)C3CCCCC3)CC2)cc1	-1.2%	8%	-8	-24%	-4%	5%	-2	5%[57.1 µM]	5%
S=C(Nc1cc(Cl)cc(Cl)c1)N1CCCC1	-2.0%	3%	-16	-14%	0%	-8%	-2	-10%	-3%
C=CCOC(=O)c1cc(-c2ccc(/C=C3\C(=O)NC(=O)C(C#N)=C3C)o2)ccc1Cl	2.9%	-4%	-6	-26%	0%	2%	-16	-10%	2%
N#CCCn1cc(C=C(C#N)C#N)c(-c2ccc(Cl)cc2)n1	1.2%	?	-5	-19%	-1%	0%	2	-2%[57.1 µM]	-4%
CCC(C)N(C(=O)COc1ccc(-c2nnco2)cc1)C1CCS(=O)(=O)C1 (stereo not drawn)	-0.1%	9%	1	-1%	3%	-6%	1	-8%	-2%
Clc1ncc(Cn2cccn2)s1	0.1%	-1%	-4	0%	-2%	11%	-6	8%[57.1 µM]	-3%
CCOc1ccc(/C=N/NC2=NCCCCC2)cc1	-1.2%	-16%	-1	-17%	-1%	-8%	-2	-8%[57.1 µM]	5%

4 of the compounds above, comma-delimited.
SMILES,RXFP1 ag,Vif-APOBEC3F blk,LDHA inh,USP1-UAF1 inh,Vif-APOBEC3G blk,IDH1 R132H inh,PI4K2A inh,TrxR1 substrate,Glioma ERSR ind
COc1ccc(Br)cc1/C=N/N1C(=O)CSC1=S,2.7%,?,0,-15%,2%,8%,-4,2%,1%
CC(NC(=O)CSc1n[nH]c(-c2ccccc2Cl)n1)c1nc2ccccc2n1C (stereo not drawn),0.6%,4%,-4,?,1%,-8%,0,-10%[57.1 µM],-4%
CCOc1ccccc1C(=O)NCC(=O)NCC(c1ccco1)N1CCCCC1 (stereo not drawn),-0.8%,-15%,-8,-4%,1%,-1%,-2,4%,-3%
CCOc1ccc(/C=N/NC2=NCCCCC2)cc1,-1.2%,-16%,-1,-17%,-1%,-8%,-2,-8%[57.1 µM],5%

More entries
SMILES	RXFP1 ag	Vif-APOBEC3F blk	LDHA inh	USP1-UAF1 inh	Vif-APOBEC3G blk	IDH1 R132H inh	PI4K2A inh	TrxR1 substrate	Glioma ERSR ind
CSc1ncccc1C(=O)OCC(=O)c1ccc2c(c1)NC(=O)CO2	23%	3%	2	-15%	1%	0%	-3	17%	-4%
O=C(NCC1CCCO1)c1ccccc1OCc1ccc(Cl)cc1 (stereo not drawn)	-0.3%	6%	-7	-20%	0%	2%	1	5%	-1%
CCOc1ccc(-n2c(C)c(C(=O)OC)c3cc(O)ccc32)cc1	0.9%	14%	-1	-15%	2%	0%	1	5%	-2%
COc1ccc(NC(=O)NC(C)c2c(-n3cccc3)sc3c2CCN(C)C3)c(OC)c1 (stereo not drawn)	0.5%	-6%	-12	?	1%	-18%	5	-3%	0%
O=C1CN(C(=O)COc2ccccc2)CCN1	0.9%	2%	-13	-4%	1%	-6%	-4	3%	-5%
O=C(NCc1ccc(F)cc1)c1cccs1	4.8%	2%	-8	2%	1%	-1%	-1	0%	-4%
c1ccc(Cn2ccnc2-c2ccco2)cc1	1.0%	3%	0	0%	2%	8%	0	-5%	?
C=CCOC(=O)C(=O)/C=C/c1ccc2c(c1)Cc1ccccc1-2	-0.4%	-4%	-6	-22%	-7%	-5%	37	1%[57.1 µM]	-3%
Cc1c(N=C2SCC(=O)N2/N=C\c2ccc(Br)cc2)c(=O)n(-c2ccccc2)n1C	1.6%	9%	-1	-1%	0%	2%	0	11%[57.1 µM]	-1%
COc1cccc(C=O)c1OCCCOc1cccc2cccnc12	-2.6%	-18%	3	-29%	-18%	11%	-1	-2%	-3%
CC1CC(C)(C)NC(=S)N1CCC(=O)N1CCc2ccccc21 (stereo not drawn)	-0.7%	-3%	0	0%	-2%	9%	-2	8%[57.1 µM]	-2%
CC(C)Oc1ccccc1C1C=C(C(=O)O)Nc2ncnn21 (stereo not drawn)	-3.7%	7%	-7	-6%	6%	20%	-12	-10%	-2%

Screening data: PubChem BioAssay, National Center for Advancing Translational Sciences (NCATS)
